Neddyl block: cullin neddylation inhibition; 360,000 compounds, 0.58% hits; TR-FRET cullin neddylation, biochemical; P61081+Q13564; calls only at 25 µM; in the data active = inhibition above about 36%
Target sequence (P61081 whole entry, looked up): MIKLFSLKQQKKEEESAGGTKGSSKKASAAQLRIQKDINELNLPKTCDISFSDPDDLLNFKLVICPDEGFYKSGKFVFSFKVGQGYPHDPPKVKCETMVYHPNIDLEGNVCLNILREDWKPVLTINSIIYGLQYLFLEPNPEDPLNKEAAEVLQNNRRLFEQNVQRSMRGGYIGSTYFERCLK
Target sequence (Q13564 whole entry, looked up): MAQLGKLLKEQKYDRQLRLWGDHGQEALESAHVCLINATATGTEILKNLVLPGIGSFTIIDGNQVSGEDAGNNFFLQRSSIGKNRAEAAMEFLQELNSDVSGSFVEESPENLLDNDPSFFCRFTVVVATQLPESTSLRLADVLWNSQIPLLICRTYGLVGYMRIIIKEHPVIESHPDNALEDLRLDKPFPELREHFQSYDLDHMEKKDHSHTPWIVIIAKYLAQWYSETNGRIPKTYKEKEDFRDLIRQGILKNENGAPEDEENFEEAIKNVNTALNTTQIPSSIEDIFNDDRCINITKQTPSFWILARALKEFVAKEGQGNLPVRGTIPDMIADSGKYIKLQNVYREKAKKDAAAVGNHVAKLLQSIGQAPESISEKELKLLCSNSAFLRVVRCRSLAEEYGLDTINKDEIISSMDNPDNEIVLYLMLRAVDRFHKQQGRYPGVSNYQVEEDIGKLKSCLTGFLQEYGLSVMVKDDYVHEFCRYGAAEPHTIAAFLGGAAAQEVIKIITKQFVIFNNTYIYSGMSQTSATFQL
bovine MsrA act: activators of bovine methionine sulfoxide reductase A | AID 602163 | purified bovine MsrA, absorbance read-out | 360,000 compounds, 0.3% hits | activation, % at 10.6 µM; in the data active = activation above about 7.5%;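 note: 0% = vehicle and 100% = reference activator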
Rin1 Abl inh: blocks binding of human Rin1 to Abl; P00519+Q13671; 360,000 compounds, 0.4% hits; TR-FRET Rin1/Abl binding, biochemical; inhibition, % at 7.35 µM; in the data active = inhibition above about 5%, passing the limit was not always enough
SKN-1 block: blocks SKN-1 activity in C. elegans; C. elegans VP596 Pgst-4::GFP/RFP ratio, acrylamide-induced, 24 h; inhibition, % at 21.8 µM; 360,000 compounds, 0.49% hits;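 active = interference check ratio from 0.5 to 1.5 plus GFP to RFP signal ratio inhibition reaching or exceeding a fixed threshold, cut at about 30% in these data, passing the limit was not always enough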; note: some compounds called inactive have numbers as strong as hits
MsrA inh: bovine MsrA inhibition. purified bovine MsrA, absorbance read-out. inhibition, % at 15.5 µM. 360,000 compounds, 0.75% hits. AID 651718; in the data active = inhibition above about 4.5%;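 note: 0% = vehicle wells with enzyme and 100% = reference inhibitor wells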
eLon inh: inhibitors of E. coli Lon protease; purified E. coli Lon protease, fluorescence polarization; inhibition, % at 7.94 µM; 360,000 compounds, 0.42% hits; AID 602123; in the data active = inhibition above about 13%, passing the limit was not always enough;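 note: 0% = enzyme with probe and DMSO and 100% = no enzyme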
FAS TE block: blocks the thioesterase domain of human fatty acid synthase; 360,000 compounds, 0.67% hits; recombinant FAS-TE, OMFH fluorogenic substrate, fluorescence endpoint; inhibition, % at 15 µM;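 active = compounds whose normalised, plate-corrected inhibition of enzyme fluorescence in the single-dose primary screen is 50% or more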;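 note: 0% = DMSO with enzyme and 100% = substrate without enzyme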
MT1-MMP act inh: blocks activation of human MT1-MMP | HT1080 RFP-PRO-GFP cells, GFP/RFP ratio fluorescence, overnight; percent of plate control window, DMSO zero | P50281 | GFP/RFP ratio change, % at 20 µM | 360,000 compounds, 0.061% hits;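 active = GFP/RFP ratio change of at least 30% with cell ATP level not reduced by more than half and red fluorescence within 50% of control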; note: strong numbers were not always called active
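Material: RFP-PRO-GFP reporter HT1080 cells. Dosing: single-point 20 µM compound, 1% DMSO. Controls: DMSO and RFP-L50D-GFP cell wells. Timing: cells overnight before dosing, compound overnight, 37 °C, 5% CO2. Measure: GFP/RFP fluorescence ratio.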
NRP1-CendR mod: modulators of CendR peptide binding to human neuropilin-1. FAM-RPARPAR peptide binding to NRP-1, fluorescence polarization. O14786. 360,000 compounds, 0.85% hits. inhibition, % at 25 µM;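 active = inhibition or corrected inhibition above about 18%, plus a signal ratio from 0.5 to 1.5, limit read from the data, passing the limit was not always enough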; note: strong numbers were not always called active
Active calls of the source: *; i = inactive; . = not tested or not shown; + = active, no number.

nr	mol	Neddyl block	bovine MsrA act	Rin1 Abl inh	SKN-1 block	MsrA inh
1	Cc1nnc2ccc(N3CCC4(CC3)OCCO4)nn12	i	-6	4	-10	0.6
2	Clc1ccc(-c2nc3cnccn3c2Nc2ccc3c(c2)OCO3)cc1	+	-10	1	-13	0.8
3	CCOC(=O)C1CCCN(C(=O)C2CCN(c3nnc(-n4cccc4)s3)CC2)C1 (centres undefined)	i	-2	-3	6	1.0
4	Cc1n[nH]c(C)c1S(=O)(=O)N1CCCC(C(=O)NCc2cccs2)C1 (centres undefined)	i	-10	0	6	0.4
5	Cc1ccc(S(=O)(=O)N(CC(=O)N2CCCCCC2)c2ccccc2)cc1	i	-10	3	-4	-1.1
6	CC(=O)N(c1cccc(Cl)c1)c1nc(C)cc(C)c1C#N	i	-5	-1	6	-0.7
7	Cc1ccc2c(CN3CCC(C)CC3)cc(=O)oc2c1	i	-1	-3	4	0.7
8	COc1ccc(S(N)(=O)=O)cc1C(=O)NCCCN1CCN(c2ccc(C)cc2)CC1	i	-1	1	6	-0.5
9	Cc1ccc(S(=O)(=O)NCCC(=O)Nc2cccc(S(N)(=O)=O)c2)cc1C	i	-1	-2	-7	-1.2
10	Brc1cccc(-c2nnc3n2CCCCC3)c1	i	-5	-2	30	-0.1
11	Cn1c[n+](C)cc1-c1ccc(/C(N)=N/O)cc1	i	-5	-3	4	-1.5
12	CC(=O)Nc1nnc(SCc2cc(=O)c(OC(=O)c3ccccc3)co2)s1	i	-1	3	-1	0.2
13	CSc1nc(-c2ccccc2)[nH]c(=S)c1C(C)=O	i	6	-1	-3	0.5
14	CC(C)CC(=O)N1CCN(Cc2cccc([N+](=O)[O-])c2)CC1	i	-11	6	-11	1.6
15	O=C(c1cc2ccccc2o1)N1CCN(c2ccccc2Cl)CC1	i	-9	1	12	0.6

nr	eLon inh	FAS TE block	MT1-MMP act inh	NRP1-CendR mod
1	-5	-7	4	0
2	5	37	5	17
3	-6	-4	1	12
4	-7	-11	3	5
5	0	-6	4	10
6	-5	-3	-3	-5
7	0	1	-3	-3
8	1	-5	-2	2
9	-11	-4	-5	13
10	0	-13	5	0
11	3	-9	-2	4
12	-5	-3	3	-2
13	-12	-4	-5	-8
14	8	-4	-5	-11
15	-4	16	7	5

nr	mol	Neddyl block	bovine MsrA act	Rin1 Abl inh	SKN-1 block	MsrA inh
16	c1ccc(-c2ncnc3cc4n(c23)CCC4)cc1	.	-3	0	-5	0.5
17	CN1CC[n+]2c(CN3C(=O)c4ccccc4C3=O)csc21	i	-9	-1	-21	-0.6
18	CCOC(=O)c1ccccc1NS(=O)(=O)c1ccc(OC)cc1	i	-4	-7	-7	0.5
19	Cc1cc(C)c(NC(=O)CS(=O)CC(=O)NCCN2CCCCCC2)c(C)c1 (centres undefined)	i	-10	-1	14	-0.5
20	COc1cc2cc3c(N)c(C(=O)NCc4ccco4)sc3nc2cc1OC	i	-6	-8	16	.
21	Cc1ccc2c(c1)[nH]c1c(N3CCN(Cc4ccccc4)CC3)ncnc12	i	-4	2	16	1.4
22	Cc1c(OCC(=O)NC(Cc2ccc(Cl)cc2)C(=O)O)ccc2c(-c3ccccc3)cc(=O)oc12 (centres undefined)	i	-1	1	15	1.1
23	Nc1c(-c2cccs2)cnc2c(-c3ccc(F)cc3)cnn12	i	-1	0	-7	0.6
24	CCC(=O)Nc1cccc2c1C(=O)N(C)C2=O	i	3	1	-8	-0.1
25	CCN(c1ccccc1)S(=O)(=O)c1ccc(OC)c(NC(=O)CNCC(C)O)c1 (centres undefined)	i	-6	-2	0	-1.4
26	COc1ccc(-c2nnn(Cc3ccccc3F)n2)cc1	i	16*	-1	5	-0.1
27	Cc1nn(CC(=O)NCCc2cccs2)c(=O)c2nn(-c3ccccc3)c(C)c12	i	-12	-5	5	0.0
28	COC(=O)c1ccc(NC(=S)NC(=O)c2cccnc2)cc1	i	2	-1	26	0.6
29	C=CCOc1c(OC)cc(Cl)cc1C1NC(=O)NC(C)=C1C(C)=O (centres undefined)	i	-1	2	-3	2.1
30	CCn1cc(C(=O)N2CCN(c3ccccc3OC)CC2)c2cc(OC)c(OC)cc2c1=O	i	-3	3	-10	1.4

nr	eLon inh	FAS TE block	MT1-MMP act inh	NRP1-CendR mod
16	-1	-6	-4	3
17	2	-10	-4	4
18	-4	14	-6	-11
19	-2	-2	3	-1
20	-18	-3	-2	-67
21	-1	8	16	8
22	-4	55*	12	-58
23	-2	8	3	-1
24	-3	-2	-1	1
25	-8	-7	1	-2
26	-10	8	6	-6
27	-4	-6	.	-18
28	-1	-1	2	2
29	-4	-5	-7	-4
30	5	-3	1	1

By substructure: the compounds so far containing fluorine (2)
nr	mol	Neddyl block	bovine MsrA act	Rin1 Abl inh	SKN-1 block	MsrA inh
23	Nc1c(-c2cccs2)cnc2c(-c3ccc(F)cc3)cnn12	i	-1	0	-7	0.6
26	COc1ccc(-c2nnn(Cc3ccccc3F)n2)cc1	i	16*	-1	5	-0.1

nr	eLon inh	FAS TE block	MT1-MMP act inh	NRP1-CendR mod
23	-2	8	3	-1
26	-10	8	6	-6

The list goes on:
nr	mol	Neddyl block	bovine MsrA act	Rin1 Abl inh	SKN-1 block	MsrA inh
31	O=C(CCCCN1CCCCC1)c1ccc2c(c1)Cc1ccccc1-2	i	-2	-1	-6	0.2
32	COc1cccc(C(C(=O)NC2CCCC2)N(C(=O)c2csnn2)C2CC2)c1 (centres undefined)	i	-6	1	18	-0.6
33	O=C1CN(C(=O)COc2ccccc2Cl)c2ccccc2N1	i	-3	2	30	-1.2
34	CCCNC(=O)c1onc(CSc2ccc(Cl)cc2)c1C(=O)NCCC(C)C	i	-3	6	-4	2.2
35	Cc1nn(C)c(=S)[nH]c1=S	i	-19	0	3	2.4
36	CCC(=O)N(CC(=O)Nc1sc(C)c(C)c1C(N)=O)C1CCCC1	i	0	-2	1	0.5
37	CSc1nnc(-c2cnccn2)n1Cc1ccccc1	i	-3	0	0	0.0
38	CC(C)=CC(=O)OCc1cc([N+](=O)[O-])cc2c1OCOC2	i	0	-3	-8	0.3
39	O=C(CCN1C(=O)c2ccccc2S1(=O)=O)Nc1nc2c(s1)CCCC2	i	-2	2	5	-1.5
40	C/C(=N\N=C(N)N)c1ccc(Cl)c(Cl)c1	i	1	-4	-5	-0.7
41	Cc1ccc(-n2cc(CN3CCC(CO)(Cc4cccc(C(F)(F)F)c4)CC3)cn2)cc1	i	-1	-2	5	-0.8
42	CC(=O)Nc1ccc(NC(=O)c2c(C)noc2C)cc1	i	-3	-1	-6	-0.8
43	COc1cc(C(=O)OCc2csc(CC(=O)Nc3cc(C)ccc3C)n2)ccc1OC(F)F	i	-6	4	-15	-0.9
44	C/C(N)=C(/C#N)C(=O)COC(=O)CSc1ccc2ccccc2c1	i	-3	-5	-17	-0.2
45	Cc1ccccc1S(=O)(=O)/N=C(/Nc1c(C)n(C)n(-c2ccccc2)c1=O)c1ccccc1	i	-2	0	10	-0.1

nr	eLon inh	FAS TE block	MT1-MMP act inh	NRP1-CendR mod
31	-7	1	3	0
32	-5	-5	-1	5
33	1	-3	-1	19
34	5	10	0	11
35	0	-7	.	8
36	4	-5	-1	15
37	-5	-7	-3	2
38	1	27	0	3
39	-8	0	1	-4
40	8	-1	-9	5
41	-8	24	-3	-4
42	-3	-3	-1	16
43	3	15	1	-6
44	3	6	3	-29
45	-6	-5	2	-5

Single records, from the list above. Screens in order: Neddyl block	bovine MsrA act	Rin1 Abl inh	SKN-1 block	MsrA inh	eLon inh	FAS TE block	MT1-MMP act inh	NRP1-CendR mod
`CCCNC(=O)c1onc(CSc2ccc(Cl)cc2)c1C(=O)NCCC(C)C` is listed as i	-3	6	-4	2.2	5	10	0	11
`CCC(=O)N(CC(=O)Nc1sc(C)c(C)c1C(N)=O)C1CCCC1` is listed as i	0	-2	1	0.5	4	-5	-1	15
`CSc1nnc(-c2cnccn2)n1Cc1ccccc1` is listed as i	-3	0	0	0.0	-5	-7	-3	2
`C/C(=N\N=C(N)N)c1ccc(Cl)c(Cl)c1` is listed as i	1	-4	-5	-0.7	8	-1	-9	5
`O=C1CN(C(=O)COc2ccccc2Cl)c2ccccc2N1` is listed as i	-3	2	30	-1.2	1	-3	-1	19

Next part
nr	mol	Neddyl block	bovine MsrA act	Rin1 Abl inh	SKN-1 block	MsrA inh
46	CCOC(=O)c1ccc(S(=O)(=O)N2CCC(C(=O)NCc3ccccc3OC)CC2)cc1	i	-5	6	-1	2.0
47	O=C(NCCc1ccccc1Cl)c1cc(COc2ccc(F)cc2F)on1	i	-8	-2	8	.
48	COc1ccc(N(C)C(=O)c2ccc(NC(=O)CCS(=O)(=O)c3cccs3)cc2)cc1	i	-4	1	0	-0.4
49	O=C(O)c1c(F)c(F)cc2ccccc12	i	-8	-1	-9	-0.4
50	CCC(=O)N1c2ccc(S(=O)(=O)CCC(=O)N3CCN(c4ccccc4F)CC3)cc2CC1C (centres undefined)	i	0	-3	-6	-0.5
51	O=C(Nc1cccc(Cl)c1)Nc1ccon1	i	-4	-1	-14	0.2
52	NC(c1ccccc1)c1csc(Nc2ccc(C(F)(F)F)cn2)n1 (centres undefined)	i	-1	-1	-17	-0.4
53	Cc1cc(OCC(=O)NC2CCCCC2)ccc1Cl	i	-2	-2	-1	1.9
54	Cc1cc(C)n(-c2ccc(C(=O)Nc3ccc4c(c3)OCO4)cc2)n1	i	8.4*	2	13	0.6
55	O=C(OCC(=O)N1CCN(Cc2ccccc2)CC1)c1cc(Cl)ccc1[N+](=O)[O-]	i	-2	1	5	-0.6
56	CCOc1cc(CN2CCN(CCc3ccccc3)C(CCO)C2)ccc1OC (centres undefined)	i	-13	3	-13	-0.6
57	COc1ccc(S(=O)(=O)N2CCN(CC(=O)Nc3cccc(F)c3)CC2)cc1	i	-2	4	-7	-0.7
58	O=C(Nc1cccc(C(F)(F)F)c1)c1sc(Cl)nc1C(F)(F)F	i	-1	-1	9	-0.6
59	CCc1ccc(NC(=O)c2ccc(-n3cncn3)c([N+](=O)[O-])c2)cc1	i	0	0	16	1.0
60	COCC1CCN(C(=O)c2cc(COc3ccc(C)c(C)c3)on2)C1 (centres undefined)	i	-4	2	13	-0.5

nr	eLon inh	FAS TE block	MT1-MMP act inh	NRP1-CendR mod
46	6	9	1	4
47	-1	29	0	2
48	6	-2	0	7
49	13	-16	-2	8
50	2	1	2	2
51	1	-2	5	10
52	-11	-13	-4	6
53	7	1	-1	-11
54	-1	-3	2	2
55	-14	9	4	7
56	11	0	-5	-2
57	-4	-1	2	-7
58	-11	15	-2	-2
59	7	8	4	2
60	-4	6	-1	10

nr	mol	Neddyl block	bovine MsrA act	Rin1 Abl inh	SKN-1 block	MsrA inh
61	Cc1cccc(N2CCN(C(=O)CN3C(=O)NC(C)(C4CC4)C3=O)CC2)c1C (centres undefined)	i	-2	2	-14	0.2
62	O=C(NC1CCS(=O)(=O)C1)/C(=C\c1ccco1)NC(=O)c1ccccc1 (centres undefined)	i	5	3	-4	0.7
63	COc1ccc(CN2C(=NC(=O)CCC3CCCC3)SC3CS(=O)(=O)CC32)cc1 (centres undefined)	i	-1	-4	0	-0.5
64	O=C(COC(=O)c1ccc(O)cc1)c1ccc2c(c1)OCCO2	i	-3	1	-5	-0.8
65	O=C(CCn1c(=O)sc2ccccc21)Nc1nc2ccccc2s1	i	0	1	-2	0.2

nr	eLon inh	FAS TE block	MT1-MMP act inh	NRP1-CendR mod
61	-3	1	-3	0
62	-1	-6	-2	10
63	-4	-2	-2	-16
64	-2	0	-2	-2
65	0	12	-2	-3

Screening results as filed in PubChem.
